Bioassay records from PubChem BioAssay.
CHO-K1 Ca antag: counter-screen for M1 antagonists: effect in parental CHO-K1 cells. inhibition, % at 3 µM. ATP-induced calcium, Fluo-8 fluorescence. actives 0.6% (n = 360,000);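 active = inhibition above a per-plate cutoff, the plate's mean sample inhibition plus 3 SD, cut at about 24% in these data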;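 also: 0% = DMSO plus EC80 ATP and 100% = DMSO alone without ATP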
CHO parental Ca: ATP-evoked calcium signal inhibitors, parental CHO, primary screen, counter-screen for OX1R antagonist project, cell-based, fluorescence, Fluo-8 calcium dye | parental CHO-K1, ATP-induced calcium, Fluo-8 fluorescence | inhibition, % at 5.6 µM | actives 0.63% (n = 330,000) | AID 463079, 2010;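 active = inhibition above that plate's mean sample inhibition plus 3 SD, cut at about 26% in these data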;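 also: 0% = ATP-challenged DMSO wells and 100% = DMSO wells without ATP; some compounds past the cut are filed as inactive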
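Material: Parental CHO cells | Reagent: ATP | Compound dosing: Single nominal dose of 5.6 µM per compound | Detection: Intracellular calcium via Fluo-8 no-wash fluorescent dye | Read-out: % inhibition of ATP-induced calcium mobilization | Benchmarks: Low control ATP plus DMSO, high control DMSO only | Replicates: Singlicate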
OXTR agonist: human OXTR agonists, primary screen, fluorescence, CHO-OTR cells, Fluo-8 calcium. Fluo-8 calcium fluorescence; normalized: DMSO 0%, oxytocin 100%. actives 0.32% (n = 320,000). Oxytocin receptor (Homo sapiens), P30559. activation, % at 3 µM;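 active = activation above the mean of all tested compounds plus 3 SD, cutoff set per screening run, cut at about 20% in these data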;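 also: peak over basal fluorescence ratio from a 100 s FLIPR kinetic read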
GPR7 antagonist: GPR7 receptor antagonists, primary screen, cell-based, fluorescence, single concentration | GPR7-expressing cells, fluorescence antagonist assay | inhibition, % at 4.4 µM | AID 1861, 2009 | Neuropeptides B/W receptor type 1 (Homo sapiens), P48145 | actives 1.1% (n = 290,000); in the data active = inhibition above about 16%, passing the limit was not always enough;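 also: cells stimulated with the agonist NPW; 0% = agonist with vehicle and 100% = vehicle without agonist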
OXTR potentiator: human OXTR potentiators, primary screen, fluorescence, CHO-OTR cells, Fluo-8 calcium; Oxytocin receptor (Homo sapiens), P30559; Fluo-8 calcium fluorescence, potentiator mode; 0% = oxytocin EC15, 100% = EC100; activation, % at 3 µM; actives 0.061% (n = 320,000); AID 2445, 2010;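 active = activation above that plate's cutoff, the mean activation of tested compounds plus 3 SD, cut at about 6.6% in these data, passing the limit was not always enough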;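 also: 100% uses oxytocin at 75 nM as the full agonist control; some results filed as inactive read as strong as hits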
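Dosing: Single dose, 3.0 µM nominal final compound concentration | Material: Human OTR in CHO cells | Technique: Kinetic Fluo-8 calcium fluorescence | Benchmarks: EC15 oxytocin alone as 0%, 75 nM oxytocin as 100% | Probe or stimulus: Oxytocin at about EC15, sub-maximal agonist stimulus | Incubation: Compound 6 min at room temperature before oxytocin, 100 s read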
CHO-K1 Ca ag: counter-screen for M1 agonists: effect in parental CHO-K1 cells; actives 0.48% (n = 360,000); Fluo-8 calcium fluorescence; scaled to maximal ATP response, vehicle zero; activation, % at 3 µM; AID 602248, 2012; in the data active = activation above about 15%;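 also: untransfected CHO-K1 host cells lacking M1 receptor as counterscreen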
TAAR1 antag: human TAAR1 antagonists, primary screen, Fluo-8 calcium fluorescence, CHO RD-HGA16 cells; Trace amine-associated receptor 1 (Homo sapiens), Q96RJ0; antagonist; inhibition, % at 3 µM; actives 1.5% (n = 360,000); AID 624466, 2012;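 active = inhibition above a per-plate cutoff, the mean inhibition of test compounds on that plate plus 3 SD, cut at about 49% in these data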;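 also: 0% = DMSO plus EC80 beta-PEA response and 100% = DMSO alone without agonist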
Target sequence (Q96RJ0 whole entry, looked up): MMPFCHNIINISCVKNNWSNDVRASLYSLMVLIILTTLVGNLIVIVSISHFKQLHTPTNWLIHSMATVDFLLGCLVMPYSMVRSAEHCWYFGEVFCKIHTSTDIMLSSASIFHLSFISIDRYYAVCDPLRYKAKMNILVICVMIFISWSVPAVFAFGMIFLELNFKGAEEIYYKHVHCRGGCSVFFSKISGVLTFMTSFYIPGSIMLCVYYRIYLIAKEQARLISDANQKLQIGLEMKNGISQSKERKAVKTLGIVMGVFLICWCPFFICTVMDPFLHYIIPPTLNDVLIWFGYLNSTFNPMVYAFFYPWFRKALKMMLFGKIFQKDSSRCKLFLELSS
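Assay system: RD-HGA16 CHO cells with stable hTAAR1 and Gα16 / Reagent: EC80 β-phenethylamine stimulus / Doses: 3 µM, single point / Timing: dye loading 75 min at 37 °C, then 30 min room temperature / Measured by: Fluo-8 intracellular calcium dye fluorescence, real-time kinetic reads / Controls: vehicle wells and EC80 agonist wells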
M1 PAM parental: nonselective calcium activators in parental CHO-K1 cells, primary screen, counter-screen for M1 PAM project, cell-based, Fluo-8 calcium fluorescence, full deck, 1536-well | ATP EC20; 0% at ATP EC20, 100% at ATP max | activation, % at 3 µM | actives 0.02% (n = 360,000) | AID 602247, 2012;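 active = activation above the run cutoff, the mean activation of all test compounds plus 3 SD, cut at about 40% in these data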;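 also: peak over basal fluorescence ratio in a 140 s read after ATP addition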
V1R ag counter: agonists of human V1a receptor, primary screen, counter-screen for OXTR agonist project, fluorescence, CHO-V1R cells. Vasopressin V1a receptor (Homo sapiens), P37288. Fluo-8 calcium fluorescence, agonist mode; 0% DMSO, 100% 3 nM vasopressin. actives 0.25% (n = 320,000). activation, % at 3 µM;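 active = activation above the mean activation of all tested compounds plus 3 SD, per screening run, cut at about 20% in these data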;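 also: signal is peak over basal fluorescence ratio across a 100 second FLIPR read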
Target sequence (P37288 whole entry, looked up): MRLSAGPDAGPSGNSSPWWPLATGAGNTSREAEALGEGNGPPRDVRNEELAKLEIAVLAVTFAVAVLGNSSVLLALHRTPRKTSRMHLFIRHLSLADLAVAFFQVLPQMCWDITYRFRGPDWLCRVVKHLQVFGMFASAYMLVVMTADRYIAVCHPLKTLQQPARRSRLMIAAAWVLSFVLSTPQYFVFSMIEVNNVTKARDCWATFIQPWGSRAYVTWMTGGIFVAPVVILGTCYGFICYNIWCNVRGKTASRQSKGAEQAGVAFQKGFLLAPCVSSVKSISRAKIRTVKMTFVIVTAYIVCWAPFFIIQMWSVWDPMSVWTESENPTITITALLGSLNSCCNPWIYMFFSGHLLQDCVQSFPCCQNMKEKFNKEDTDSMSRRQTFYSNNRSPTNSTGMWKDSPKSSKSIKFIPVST
Starred values were filed as active, the others as inactive; nt = no result given.

SMILES | CHO-K1 Ca antag | CHO parental Ca | OXTR agonist | GPR7 antagonist | OXTR potentiator | CHO-K1 Ca ag | TAAR1 antag | M1 PAM parental | V1R ag counter
C=C1CCN(C(C)C(=O)O)S(=O)(=O)c2ccccc21 (stereo unspecified) | 4 | 0 | 0.3 | nt | -3 | -0.4 | -3 | 4 | 0.6
Cc1ccc(N(CC(=O)NCC2CCCO2)S(C)(=O)=O)cc1Cl (stereo unspecified) | 7 | -6 | -1.0 | 11 | -2 | 0.9 | -5 | 9 | -0.1
Cc1ccc(-n2c(C(C)n3nc(C)c([N+](=O)[O-])c3C)n[nH]c2=S)cc1 (stereo unspecified) | 8 | -2 | 1.2 | -3 | 7 | 0.0 | -2 | -8 | 0.4
CC(C)CCOCC(=O)Oc1ccccc1C(=O)O | -11 | -7 | 0.5 | -7 | -17 | 0.1 | -20 | 16 | 0.2
c1coc(-c2nc(-c3ccncc3)no2)c1 | 3 | -7 | 0.4 | -11 | -9 | 0.4 | -4 | -5 | 0.5
CC1(C)Cc2nc(N)c(C(=O)NCCO)cc2CO1 | -11 | -3 | 0.1 | -9 | -4 | -0.2 | 1 | 25 | 0.0
CCN(C(=O)Cn1cc(C(F)(F)F)ccc1=O)C1CCS(=O)(=O)C1 (stereo unspecified) | -5 | nt | nt | nt | nt | 0.1 | -7 | -3 | nt
Cc1ccc2c(c1)N(CC(=O)NC(C)CCc1ccccc1)C(=O)c1cccnc1O2 (stereo unspecified) | 4 | -19 | -0.5 | -5 | -4 | 2.0 | 1 | 13 | 0.4
CC(C)N(C(=O)CSc1nc2ccccc2n1Cc1ccccc1)C(C)C | -12 | -17 | -2.3 | -12 | -15 | 0.5 | 3 | -1 | -0.2
C=CCn1c(=S)[nH]c2nc3c(cc2c1=O)CCCC3 | -19 | -17 | 2.8 | -8 | -4 | 5.0 | -10 | 12 | 4.3
CSCCC1NC(=O)N(CC(=O)Nc2c(C(C)C)cccc2C(C)C)C1=O (stereo unspecified) | 7 | -1 | 1.1 | -7 | -9 | -0.1 | -1 | 2 | -0.6
CC(Sc1nnc(C2CC2)n1C1CC1)C(=O)NCc1cccs1 (stereo unspecified) | 5 | nt | nt | nt | nt | 0.3 | -5 | -11 | nt
C=CCN1c2ccccc2C(=O)C(C)S1(=O)=O (stereo unspecified) | -14 | -10 | nt | nt | nt | 0.2 | -20 | 12 | nt
COc1ccc(CC(=O)OC(C)CN2CCOCC2)cc1 (stereo unspecified) | -10 | 3 | 0.7 | -10 | 0 | 0.6 | 14 | 14 | 1.9
NNC(=O)c1[nH]c(-c2ccccc2)cc1-c1ccccc1 | 3 | -10 | -0.2 | -1 | -9 | 0.3 | 4 | -7 | 0.6
O=C(COc1ncnc2ccccc12)NCCc1ccc(F)cc1 | 0 | -3 | -1.0 | -3 | -21 | 10 | -21 | 9 | 1.5
CCC(CC)C(=O)Nc1ccncc1 | nt | -4 | -0.2 | -8 | -10 | nt | nt | nt | 0.6
COC(=O)[C@]1(CC(C)C)N[C@H](c2ccc(SC3CCCCC3)c(OC)c2)[C@@H]2C(=O)N(C)C(=O)[C@@H]21 | -11 | -19 | -0.6 | nt | 0 | 1.1 | -9 | 14 | -1.2
CNC(=S)Nc1cc(C(=O)N2CCCC2)ccc1N1CCCC1 | -18 | 1 | -1.5 | -12 | -9 | 1.1 | -21 | 25 | 0.4
COc1ccc(C2COC(=O)C2=N)c(NC(=O)c2ccccc2)c1 (stereo unspecified) | -9 | -14 | -0.6 | -1 | -3 | 1.0 | 11 | 24 | 1.0
COc1cccc2c1OC1(C)CC2NC(=O)N1c1cccc(C(=O)N2CCN(c3ccccn3)CC2)c1 (stereo unspecified) | -7 | -11 | 0.1 | -1 | -6 | 0.4 | 14 | 17 | -0.1
COc1ccc(OC)c(Nc2nc(NCc3ccco3)c3ccccc3n2)c1 | 4 | -23 | -2.4 | -12 | -12 | 2.3 | -1 | 13 | -0.3
COc1ccc(CN2CCN(CC3CC3)CC2CCO)c(C)c1C (stereo unspecified) | -11 | -24 | -0.6 | -12 | -6 | 0.3 | -9 | -4 | -0.5
COC(=O)[C@H](C)NC(=O)Nc1ccc(Oc2ccccc2)cc1 | -24 | -5 | 2.5 | -14 | -8 | 1.4 | -9 | 24 | 2.5
CCOc1ccc2[nH]cc(C(=O)NCc3ccc(F)cc3)c(=O)c2c1 | 9 | nt | nt | -19 | nt | -0.1 | 4 | -4 | nt
Cc1ccccc1NS(=O)(=O)c1cccc2nsnc12 | 3 | -5 | 0.1 | -2 | -19 | 9.0 | -11 | 12 | -0.8
COc1ccc2oc(C(=O)NC3CCCCC3)c(C)c2c1 | 0 | -3 | 1.5 | 29* | -14 | -0.1 | -30 | 6 | 1.9
COc1cccc(N2CCN(c3c(C#N)c(C(F)(F)F)nn3C)CC2)c1 | 3 | -26 | 0.6 | -9 | -21 | 1.3 | 38 | -6 | 2.5
COc1ccc(NC(=O)C/C(C)=N/NC(=O)c2cccs2)c([N+](=O)[O-])c1 | 1 | -9 | -1.4 | -7 | -10 | -0.6 | -8 | 7 | 0.6
O=C1NC[C@H](Cc2ccccc2)N(C[C@@H]2CCCN2C[C@H](Cc2ccc(O)cc2)N2C[C@H](Cc3ccc(O)cc3)N(CCc3ccccc3)C(=O)C2=O)C1=O | -3 | nt | nt | nt | nt | 0.4 | -3 | 9 | nt
O=Cc1nccc2ccccc12 | -12 | nt | nt | nt | nt | 0.4 | -10 | 18 | nt
Cc1ccc(Cn2nnc3c(=O)[nH]c(C4CCN(C(=O)Cc5cccs5)CC4)nc32)cc1 | -14 | -20 | -0.8 | -15 | 2 | 0.8 | -14 | 27 | -0.8
CCCn1c(=S)[nH]c2cc(C(=O)N3CCN(c4ccccc4OC)CC3)ccc2c1=O | -20 | -19 | 0.8 | 0 | -1 | 0.1 | -1 | 11 | 0.1
COc1ccccc1N1CCN(C(c2ccccc2Cl)c2nnnn2C(C)(C)C)CC1 (stereo unspecified) | -2 | -17 | -1.8 | -15 | -14 | -0.3 | nt | 6 | -0.9
CC(C)C(=O)Nc1cccc(COc2ccccc2CN(Cc2ccccc2)C(=O)OC(C)(C)C)c1 | -12 | nt | nt | nt | nt | 2.0 | 21 | 5 | nt
Cc1ccccc1S(=O)(=O)N(C)C[C@@H]1OCc2cn(nn2)CCCC(=O)N([C@H](C)CO)C[C@H]1C | -5 | nt | nt | nt | nt | 0.8 | -3 | 15 | nt
COc1ccc(NC(=O)CSc2nncs2)cc1S(=O)(=O)N1CCCCC1 | -15 | -14 | 1.1 | nt | -3 | 1.3 | -6 | 15 | 1.4
Cc1cc(NC(=O)CCC(=O)N(CCC(C)C)CC(=O)NCC2CCCO2)no1 (stereo unspecified) | -2 | -5 | 0.6 | -7 | -5 | 0.3 | 11 | 8 | 0.4
COc1cc(OC)cc(C(=O)NC(=S)N2CCN(c3ccc(C(F)(F)F)cc3[N+](=O)[O-])CC2)c1 | 6 | -9 | -2.6 | 1 | -8 | -0.3 | -2 | -11 | -1.6
O=C(Nc1ccc2oc(-c3ccccc3F)nc2c1)c1ccccc1F | -2 | -7 | 0.0 | -15 | -5 | 1.9 | 15 | 5 | 0.8
Cc1ccc(C(=O)Nc2ccc(C(=O)N3CCCCC3)cc2)cc1 | 1 | -8 | -0.2 | -11 | 4 | 5.5 | -4 | 18 | -0.6
CCC(=O)Nc1ccc(C(=O)Cn2ncc(Cl)c(Cl)c2=O)cc1 | -22 | -6 | -0.7 | 6 | -1 | -0.1 | 11 | 26 | -1.2
CCCc1cc(C(N)=O)c(NC(=O)c2ccco2)s1 | 12 | -10 | -1.7 | -10 | -2 | 0.4 | -1 | -4 | -1.2
CCOC(=O)Cc1csc(NC(=O)NC2(C(F)(F)F)Oc3ccccc3O2)n1 | 9 | -6 | -0.1 | -7 | -3 | 4.6 | 16 | -2 | -0.2
C=CCN1C(=O)C(Cc2ccc(OCC)cc2)S/C1=N\N=C\c1cccs1 (stereo unspecified) | -11 | -19 | -0.2 | -6 | -12 | 2.4 | 24 | 19 | 1.3
NNC(=O)CNc1cccc(Cl)c1 | -8 | 5 | 0.1 | 3 | -5 | 0.7 | -23 | 7 | -1.2
O=C(CSc1nnc(-c2ccc(Cl)cc2)n1-c1ccc(Cl)cc1)N/N=C/c1ccco1 | -1 | -32 | -0.1 | -2 | -7 | 1.9 | 78* | 14 | 0.9
Cn1nc(C(C)(C)C)cc1NC(=O)Nc1ccc(F)cc1F | -10 | -5 | -0.7 | 8 | -7 | 0.7 | -12 | 13 | -0.3
CCOc1ccc(C(=O)Nc2nncs2)cc1OCC | -19 | -5 | -1.2 | -6 | 2 | 0.3 | -26 | 18 | 0.1
Cc1ccc(NC(=O)CSc2ccccc2NC(=O)c2ccccc2Cl)cc1Cl | 5 | -10 | -1.6 | -12 | -5 | -0.3 | 15 | 21 | -0.3
CCC1(c2ccccc2)NC(=O)N(Cc2cccc([N+](=O)[O-])c2)C1=O (stereo unspecified) | -19 | -7 | -0.3 | -4 | -7 | 3.3 | 9 | 15 | 0.1
CCOc1ccccc1C(=O)Nc1ccc(C(=O)c2ccccc2)cc1 | -13 | -21 | 0.3 | -5 | -7 | 0.8 | 7 | 16 | 1.0
O=C(CN1CCOCC1)Nc1cc([N+](=O)[O-])ccc1Cl | -2 | -4 | 0.9 | -10 | -12 | 0.6 | -15 | 1 | 1.6
CCn1c(=N)n(CC(=O)c2cccc(OC)c2)c2ccccc21 | -11 | 3 | -2.4 | nt | 2 | -0.2 | -18 | 11 | -0.9

GPR7 antagonist, hit marks shown above.
SMILES,GPR7 antagonist,OXTR potentiator,TAAR1 antag
COc1ccc2oc(C(=O)NC3CCCCC3)c(C)c2c1,29*,-14,-30
